Screens: PubChem BioAssay, several laboratories
TRPML3 agonist: activates the human TRPML3 channel; AID 1448; 220,000 tested, 0.29% active; Q8TDD5; activation, % at 3 µM; HEK293 TRPML3-YFP, Fluo-8 calcium fluorescence; 100% = the carbachol control signal;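 active = activation above its plate's cutoff, the mean activation of the plate's test wells plus 3 SD, cut at about 12% in these data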;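 also: 0% = DMSO only wells and 100% = carbachol wells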
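system = HEK293 cells stably carrying human TRPML3-YFP | doses = one concentration, 3 µM nominal, 0.3% DMSO | timing = dye loading 1 h 37 °C then 30 min ambient, 125 s read | detection = Fluo-8 calcium dye fluorescence, ex 470-495, em 515-575 nm | benchmarks = high control carbachol 87 µM, low control DMSO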
PPC-1+TRAIL kill: kills PPC-1 cancer cells in the presence of TRAIL; PPC-1 cells + TRAIL, ATPLite viability luminescence; cell killing (% activity), % at 4 µM; 220,000 tested, 0.41% active; AID 1443;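 active = cell killing above 50% in the first pass at 4 µM, then a duplicate retest at 5 µM averaging 50% or more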;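 also: plate controls were cells with TRAIL plus DMSO for no effect and medium-only wells lacking cells for full effect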
TNF necrop inh: TNF-alpha cell death inhibition in Jurkat FADD-/- cells | 220,000 tested, 0.068% active | activation (protection from cell death), % at 10 µM | Jurkat FADD-/- TNF necroptosis rescue, ATP luminescence, 24 h; 0 = TNF only, 100 = no-TNF cells;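 active = activation, meaning protection from cell death, of at least 50% relative to plate controls; inactive = activation below 50%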;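 also: necroptosis triggered by 40 ng/mL TNF-alpha added together with compound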
Runt-SMMHC FRET: Runt domain-CBFb-SMMHC interaction inhibition; Q01196+Q13951; Cerulean-Runt/Venus-CBFb-SMMHC FRET ratio 530/480, 1 h; inhibition, % at 20 µM; 220,000 tested, 0.74% active; AID 1434;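 active = mean inhibition across duplicate retests at 20 µM reaching about 50%, limit read from the data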;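 also: 0% = DMSO wells and 100% = wells with excess untagged CBFb-SMMHC; inhibitors lower the FRET ratio by blocking Runt binding to CBFb-SMMHC; some results filed as inactive read as strong as hits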
zfTRPN1 agonist: agonists of zebrafish TRPN1 channel. AID 1424. HEK293 zebrafish TRPN1-YFP, Fluo-8 calcium fluorescence; 100% = response to 87 µM carbachol. 220,000 tested, 0.18% active. activation, % at 3 µM;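 active = activation above its plate's cutoff, the mean activation of test wells on that plate plus 3 SD, cut at about 19% in these data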;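 also: 0% = DMSO alone and 100% = 87 µM carbachol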
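System: zebrafish TRPN1-YFP in HEK293 cells / Dosing: 3 µM single point / Timing: dye loading 1 h at 37 °C, then 30 min room temperature / Signal: Fluo-8 calcium fluorescence, excitation 470-495 nm, emission 515-575 nm / Read-out basis: percent activation from peak over basal fluorescence ratio, control-normalized / Control set: high carbachol 87 µM, low DMSO alone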
EBV gp42 inh: blocks Epstein-Barr virus glycoprotein 42 binding; 220,000 tested, 0.42% active; Fluorescence polarization binding assay, mP read-out; inhibition, % (tested at 21.74 µM); Q1HVG2; in the data active = inhibition above about 50%
Target sequence (Q1HVG2 whole entry, looked up): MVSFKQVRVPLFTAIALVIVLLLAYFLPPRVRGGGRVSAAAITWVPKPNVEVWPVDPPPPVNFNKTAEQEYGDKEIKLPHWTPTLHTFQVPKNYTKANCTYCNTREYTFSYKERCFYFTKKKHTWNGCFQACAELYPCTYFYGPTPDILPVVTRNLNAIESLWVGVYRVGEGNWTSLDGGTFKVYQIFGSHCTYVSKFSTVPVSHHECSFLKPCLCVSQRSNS
MDM2 E3 inh: blocks human Mdm2 ubiquitin ligase activity. cell-based MDM2 ubiquitination luciferase reporter, 2 h; 0 = plate control, 100 = twice control, blank-subtracted. 210,000 tested, 0.11% active. Q00987. signal enhancement, % at 5 µM;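 active = signal enhancement of 30% or more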;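 also: luminescence tracks abundance of the self-degrading MDM2-luciferase fusion protein; higher signal means inhibition of MDM2 E3 ligase activity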
Target sequence (Q00987 whole entry, looked up, the tested form may be a part): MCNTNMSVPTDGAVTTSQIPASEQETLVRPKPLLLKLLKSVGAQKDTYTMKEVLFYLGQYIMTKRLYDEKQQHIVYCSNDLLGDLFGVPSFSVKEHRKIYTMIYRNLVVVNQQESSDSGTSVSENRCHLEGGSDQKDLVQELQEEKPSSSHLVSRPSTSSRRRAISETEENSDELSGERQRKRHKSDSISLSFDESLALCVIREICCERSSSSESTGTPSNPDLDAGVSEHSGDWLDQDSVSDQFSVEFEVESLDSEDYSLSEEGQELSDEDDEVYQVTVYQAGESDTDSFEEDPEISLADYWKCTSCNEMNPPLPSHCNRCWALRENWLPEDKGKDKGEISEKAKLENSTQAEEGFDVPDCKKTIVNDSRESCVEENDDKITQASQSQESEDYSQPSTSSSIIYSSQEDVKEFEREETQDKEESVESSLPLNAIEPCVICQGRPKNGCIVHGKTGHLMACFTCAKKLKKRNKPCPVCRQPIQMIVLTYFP
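system = mammalian cells stably expressing self-ubiquitinating, self-degrading MDM2 E3–luciferase fusion | quantity = 2000 cells per well seeded | incubation = 4 h cell settling then 2 h compound exposure, 37 °C | signal = SteadyLite luminescence, 15 min reagent step | benchmarks = plate control and blank wells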
NCF1 inh: blocks human p47phox regulatory protein of NADPH oxidases; p47phox/p22phox peptide binding, fluorescence polarization, 2 h; 220,000 tested, 0.53% active; AID 1274; P14598; inhibition, % at 24.7 µM;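 active = inhibition above about 30%, limit read from the data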;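 also: 0% = p47phox with labelled peptide and 100% = labelled peptide alone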
Target sequence (P14598 whole entry, looked up): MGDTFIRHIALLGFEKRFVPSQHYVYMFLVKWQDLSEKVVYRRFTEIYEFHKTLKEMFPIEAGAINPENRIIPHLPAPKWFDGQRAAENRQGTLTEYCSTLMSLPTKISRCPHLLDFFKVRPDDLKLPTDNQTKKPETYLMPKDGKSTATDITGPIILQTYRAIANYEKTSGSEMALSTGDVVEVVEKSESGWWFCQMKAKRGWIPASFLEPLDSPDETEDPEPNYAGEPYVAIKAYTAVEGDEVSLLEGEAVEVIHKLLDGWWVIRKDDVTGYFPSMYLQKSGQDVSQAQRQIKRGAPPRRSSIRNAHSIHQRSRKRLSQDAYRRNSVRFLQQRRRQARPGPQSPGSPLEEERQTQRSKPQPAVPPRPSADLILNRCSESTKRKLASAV
CHOP inhibitor: blocks CHOP induction under ER stress; CHO-K1 CHOP-promoter luciferase, tunicamycin-induced, 15-18 h; inhibition, % at 10 µM; 220,000 tested, 3.8% active; AID 2732;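 active = compounds that reduced the stress-induced luciferase reporter signal by more than about 70% of percent inhibition, limit read from the data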;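 also: 0% = tunicamycin plus vehicle and 100% = wells without tunicamycin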
An asterisk follows results filed as active; nt = not tested or not shown. The order is random; any-hit rate near 5.9%.

SMILES	TRPML3 agonist	PPC-1+TRAIL kill	TNF necrop inh	Runt-SMMHC FRET	zfTRPN1 agonist	EBV gp42 inh	MDM2 E3 inh	NCF1 inh	CHOP inhibitor
N#C[C@@H]1[C@@H]2C(=O)N(c3ccc4c(c3)OCCO4)C(=O)[C@@H]2C2c3ccccc3C=CN21 (some centres undefined)	0.4	1	-0.5	-59	0.3	10	-39	-34	22
CCOc1ccc(C2NC(=O)c3ccccc3O2)cc1 (centres undefined)	0.4	5	-0.4	-1	1.8	-6	2	-4	8
Cc1cc(Oc2ncccc2[N+](=O)[O-])c2cc(Cl)ccc2n1	-2.0	22	-19	0	-2.9	-8	-4	-18	28
O=S(=O)(Nc1ccc(Cl)cn1)c1cnc(Cl)c(Br)c1	0.9	9	0.4	-3	1.7	-3	nt	-12	10
Clc1cccc2sc(N3CCCC3)nc12	0.0	14	-0.4	1	-0.9	-1	-84	-3	21
Cc1[nH]c2ccccc2c1/C=N/NC(=O)CNC(=O)c1ccc2c(c1)OCO2	0.6	7	4.8	2	-0.2	13	-10	-21	24
COc1ccccc1NC(=S)N(CCN1CCOCC1)Cc1ccccc1F	0.8	-3	-0.2	-2	-0.2	12	-4	-2	8
CCOCCCNC(=O)C(NC(=O)CNC(C)=O)c1ccc(Cl)cc1 (centres undefined)	0.7	-3	0.2	1	0.7	-11	-3	-1	-34
CCCn1c(=O)c2ccccc2n2c(SCCOc3ccc(Cl)cc3)nnc12	0.3	14	1.2	-6	0.9	11	-54	5	-8
COc1cc(CC(=O)OCn2nnc3ccccc3c2=O)cc(OC)c1OC	1.4	-25	-1.0	3	1.0	5	-5	8	24
CCOc1ccc(-c2cc(C(=O)OC)nc3c2c(=O)n(C)c(=O)n3C)cc1	0.5	4	1.7	19	0.9	-16	-2	-10	-23
OC(COCC1COc2ccccc2O1)CN1CCN(c2ccc(F)cc2)CC1 (centres undefined)	1.8	5	-1.5	0	2.0	-9	0	-1	42
CCOC(=O)c1ccc(NC(=O)c2nc[nH]c2C(=O)N[C@@H](CC(C)C)C(=O)OC(C)(C)C)cc1	nt	22	-0.5	-1	nt	-10	-5	-4	25
Cc1cc(C)nc(NC2=NCC(=O)N2c2ccc3c(c2)OCCO3)n1	-0.2	24	-1.2	3	-0.9	-7	1	-9	6
CCCCn1nnnc1SCC(=O)N1CCCC1	0.5	10	-0.6	-3	1.4	-3	-27	1	-17
CCOc1ccc2nc(NC(=O)c3cnc(C)cn3)sc2c1	0.4	20	-6.6	2	1.2	-8	-3	-18	22
CCOC(=O)c1ccc(NC(=O)N(CC)CC)cc1	1.1	14	-0.2	3	0.5	-4	-8	-12	6
Cc1ccc(NC(=O)c2cc(-c3ccc(F)cc3)on2)cc1C	1.0	17	-0.1	2	1.9	4	-8	-10	-5
C/C=C\C=C/C(=O)Nc1cccc(C2=NOC3(C2)C[C@@H](C(N)=O)N(C(=O)c2ccc(Cl)cc2)C3)c1 (some centres undefined)	nt	3	-0.7	0	nt	-3	-4	-5	33
c1cncc(CSc2nnc3ccc(-c4ccncc4)nn23)c1	-0.1	13	0.5	-1	1.0	-12	2	-6	18

Ordered by length of the SMILES (lowest first): three of the compounds above
SMILES	TRPML3 agonist	PPC-1+TRAIL kill	TNF necrop inh	Runt-SMMHC FRET	zfTRPN1 agonist	EBV gp42 inh	MDM2 E3 inh	NCF1 inh	CHOP inhibitor
c1cncc(CSc2nnc3ccc(-c4ccncc4)nn23)c1	-0.1	13	0.5	-1	1.0	-12	2	-6	18
Cc1ccc(NC(=O)c2cc(-c3ccc(F)cc3)on2)cc1C	1.0	17	-0.1	2	1.9	4	-8	-10	-5
CCOC(=O)c1ccc(NC(=O)c2nc[nH]c2C(=O)N[C@@H](CC(C)C)C(=O)OC(C)(C)C)cc1	nt	22	-0.5	-1	nt	-10	-5	-4	25

New compounds follow
SMILES	TRPML3 agonist	PPC-1+TRAIL kill	TNF necrop inh	Runt-SMMHC FRET	zfTRPN1 agonist	EBV gp42 inh	MDM2 E3 inh	NCF1 inh	CHOP inhibitor
CC(C)NC(=O)c1ccc(CNC(=O)OCC(F)(F)F)cc1	0.5	17	-1.1	-5	-0.1	-12	-8	7	5
O=C(Nc1ccccc1)Nc1cc([N+](=O)[O-])ccc1F	2.6	14	6.9	1	3.0	-1	-4	-13	-7
COc1ccc(-c2nnc3c4ccccc4c(C)nn23)cc1	0.0	8	-2.7	-33	0.0	-5	-4	3	9
O=C(Nc1ccc(S(=O)(=O)N2CCc3ccccc32)cc1)c1ccco1	1.3	15	0.9	-6	4.3	-6	-32	-39	53
Cc1ccn(C)c(=N)c1	0.5	8	1.0	2	0.9	-6	-3	-6	20
O=C(/C=C\c1ccc2c(c1)OCO2)NC1(C(=O)Nc2ccc3c(c2)OCCO3)CCCCC1	0.1	31	2.1	0	-1.1	-1	-10	-9	11
CCC(=O)Nc1cc2c(cc1C(C)=O)OCCO2	0.5	24	-4.3	3	0.2	-5	2	-4	31
COc1ccc(OC)c(/C=N/NC(=O)CCc2ccc(O)c(O)c2)c1	0.8	19	2.1	18	0.0	0	-10	-1	21
Cn1cc(CN2CCN(c3cnccn3)CC2)c(-c2cccc(Cl)c2)n1	0.7	15	-0.6	3	0.9	-3	5	-3	9
CCCCN(C(=O)COc1ccc(C)cc1OC)c1c(N)n(CCC)c(=O)[nH]c1=O	-0.4	19	-1.3	1	0.5	-10	nt	-2	-3
Cc1ccccc1NC(=O)CSc1nn2c(=O)c(C)nnc2s1	0.8	-2	3.7	4	2.1	-5	-11	4	11
CS(=O)(=O)Nc1ccc(C(=O)Nc2ccc(S(=O)(=O)N3CCCC3)cc2)cc1	0.5	-7	-0.3	3	-0.4	-2	8	-3	8
COCCNC(=O)C(c1ccccc1)N(C(=O)Cn1nnc2ccccc21)c1cccnc1 (centres undefined)	-0.2	9	-1.9	-5	0.7	-8	-7	-3	15
Cc1ccc(S(=O)(=O)NCC23C=CC(O2)C2C(=O)N(c4ccccc4)C(=O)C23)cc1 (centres undefined)	-0.2	33	0.9	11	-0.4	-24	-6	-3	8
O=C1OC(c2ccco2)=N/C1=C\c1ccc(-c2cccc(C(F)(F)F)c2)o1	1.3	-1	2.1	0	-0.1	-92	3	-255	-5
Cc1ccc(Cn2nnc3c(=O)[nH]c(C4CCN(S(=O)(=O)c5cc(C)ccc5C)CC4)nc32)cc1	0.5	19	-4.0	-1	0.7	-4	-11	-20	59
CCOc1ccc2nc(COC(=O)c3ccco3)c(C(C)=O)[n+]([O-])c2c1	1.3	10	0.6	-4	2.3	-11	10	48*	11
O=C(Nc1ccccc1)NC(Cc1ccc(O)cc1)C(=O)O (centres undefined)	0.9	31	0.4	8	1.7	-10	4	-1	-3
COc1ccc(OC)c(N(CC(=O)Nc2ccccc2)S(C)(=O)=O)c1	0.0	7	-0.3	3	0.6	-24	-7	-1	-19
CCc1cccc(NC(=O)C2CCN(S(=O)(=O)c3cccs3)CC2)c1	0.2	20	-0.3	6	1.6	-4	-17	-7	18
CCCS(=O)(=O)N1CCN(c2cc3c(cc2[N+](=O)[O-])n(C)c(=O)n3C)CC1	2.0	-10	-1.3	-1	4.1	1	-17	-5	-5
COc1ccc(C(CC(=O)O)NC(=O)c2ccccc2)cc1OC (centres undefined)	-0.5	14	-0.6	0	1.1	-10	11	-4	9
COc1cccc(NC(=O)CN2CCN(c3ccccc3F)CC2)c1	-0.5	-12	-0.5	1	-0.8	-5	-16	7	38
Cc1cc(NC(=O)COC(=O)[C@@H](NS(=O)(=O)c2ccc(Br)cc2)C(C)C)no1	0.1	-14	-0.7	2	0.1	-15	nt	3	0
Cc1ncc(CC(=O)n2cc(C(=O)c3cc(Cl)ccc3O)cn2)s1	0.8	11	-2.4	3	0.9	-1	-5	-16	56
CC(C)(C)C(=O)NC(=S)N1CCOCC1	0.6	14	1.3	1	-0.8	-26	23	9	-9
Cn1c(N)c(C(=O)COC(=O)CCCc2nc3ccccc3s2)c(=O)n(C)c1=O	1.6	-26	-0.4	2	3.5	2	-11	-4	19
COc1ccc(-c2csc(N(CCCN(C)C)C(=O)c3cccs3)n2)cc1	1.7	27	-3.4	3	0.9	-18	-24	-5	25
C=CCOC(=O)N1CCN(c2cccc(C(F)(F)F)c2)CC1	-0.2	-3	-3.8	0	-0.3	-3	8	-11	81*
CCOc1ccccc1NC(=O)CSc1ccccc1	-1.1	3	-0.5	1	-3.7	-12	-1	-11	47
CCOC(=O)c1cc2sccc2n1CC(=O)Nc1ccc(OC)cc1OC	-0.6	11	-1.8	9	0.1	-1	-5	-12	35
Cc1ccc(CNCC(=O)Nc2ccc(C)cc2Br)cc1	0.9	-1	0.6	6	-0.9	-31	-4	1	3
Cc1cc(Cl)c(S(=O)(=O)Nc2ccc3c(c2)OCCO3)cc1OCC(=O)NC1CCCCC1	-1.1	6	-0.5	5	-1.4	-1	-14	-11	22
CC(C)(O)C#Cc1ncc(C(F)(F)F)cc1Cl	0.9	3	-2.2	2	0.1	4	-19	-4	-4
O=[N+]([O-])c1ccc(Cl)c(/C=N/n2c(COc3ccccc3)n[nH]c2=S)c1	-0.8	-8	-0.7	6	-1.1	9	-3	0	26
O=C(CCN1CCN(c2ccccn2)CC1)Nc1ccc(F)cc1	1.1	0	2.0	0	1.1	1	0	3	-6
Cc1oc(-c2ccccc2Cl)nc1CSCC(=O)NC1CC1	0.6	-2	-0.1	-1	-1.2	-20	13	-16	-13
CCn1ncc([N+](=O)[O-])c1C(=O)Nc1c(C)nn(Cc2ccc(F)cc2)c1C	0.6	-3	0.7	-1	-0.6	-13	-2	-17	9
CC(=O)CCc1oc2ccccc2c1-c1ccccc1	-0.3	9	-0.5	-2	-0.7	-4	nt	3	41
COc1ccc(CCN(C)CCC(=O)Nc2cc(C)ccc2C)cc1OC	0.8	nt	0.2	-9	-1.4	-9	-16	-10	1
O=C(c1cc(-c2cccc(O)c2)on1)N1CCN(C(c2ccccc2)c2ccccc2)CC1	-0.1	15	1.4	-1	0.4	-5	-23	-43	78*
C[C@H](O)[C@@H](C(=O)N1CCN(C(=O)OC(C)(C)C)CC1)n1cc(CCCCNC(=O)OC(C)(C)C)nn1	0.9	10	2.1	2	2.3	-1	nt	-9	17
COc1ccc(CCNC(=O)CSc2nnc(CNc3ccc(Cl)cc3)o2)cc1OC	0.5	-1	0.0	-4	2.3	-11	0	-8	20
CCOC(=O)N1CCN(C(=O)CSc2nnc(-c3ccc(C)c(C)c3)o2)CC1	-0.5	18	-0.1	-3	0.0	6	-21	-3	30
COC(=O)c1cc(NC(=O)C2C3C=CC(C3)C2C(=O)O)cc(C(=O)OC)c1 (centres undefined)	0.6	-24	-0.9	1	0.8	-22	-16	-6	10
O=C(NCc1ccc2c(c1)OCO2)c1ccc(N2CCCC2=O)cc1	1.3	-6	-0.5	1	1.1	-15	-22	-8	8
